# Screening results from PubChem BioAssay.
# IL1B secr inh – inhibitors of inflammasome signaling (IL-1 beta secretion) | AID 743279 | 360,000 compounds, 4.7% hits | activity change, % at 57.5 µM | THP-1 LPS/ATP IL-1B secretion, AlphaLISA, 16 h; active compounds read low; in the data active = activity change below about -50%; inconclusive = mostly about -30% to -49%; also: % is scaled to controls: 0 for no effect and ±100 for the full control effect
#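 THP-1 cells pretreated 1 hr with compounds (up to 57.5 uM final), then stimulated with LPS (250 ng/mL final) plus ATP (1.25 mM final); secreted IL-1B measured by AlphaLISA after 16 hr, decreased signal indicating inhibition.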
# HT1080NT lethal – kills 2HG-producing HT-1080-NT fibrosarcoma cells. HT-1080-NT fibrosarcoma viability, CellTiter-Glo ATP luminescence, 48 h. Potency, µM (doses to about 46.1 µM), without a hit: at the highest dose activity, negative = less viability, actives largely listed as cytotoxic. 360,000 compounds, 1.6% hits. AID 686970;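 also: NT is the 2HG producing partner of a matched IDH1 knockdown line; potency is read from the fitted curve at half-maximal effect; 0% = DMSO-treated cells and -100% = media-only wells without cells; nearly all actives have a fitted effect of over 55% in size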
#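 HT-1080-NT fibrosarcoma cells (2HG-overproducing), 750 cells/well in RPMI with 5% FBS, dosed after 2 h and incubated 48 h at 37C. CellTiter-Glo luminescence normalized to DMSO and no-cell wells; concentration-response curves fitted and classed.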
# KB-3-1 tox – kills parental KB-3-1 adenocarcinoma cells. AID 1347075. 400,000 compounds, 1.4% hits. KB-3-1 viability, CellTiter-Glo ATP luminescence, 72 h. Potency, µM (titrated, usually from 46.1 µM), for the others: top-dose activity change, negative = cytotoxic, most hits filed as cytotoxic; also: potency is read from the fitted curve at half-maximal effect; % is scaled to controls: 0 for no effect and ±100 for the full control effect; nearly all actives have a fitted effect of over 60% in size
#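 KB-3-1 cells, DMEM (no phenol red) + 10% FBS; compound by pin transfer, 72 h, 37 °C. Readout: CellTiter-Glo luminescence after 10 min. Data normalized, curve-fitted.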
# MCF10A rereplic – inducers of DNA re-replication in MCF 10A breast cells; MCF 10A DNA re-replication, Hoechst nuclear intensity, 48 h; Potency, µM (doses to about 46.1 µM), without a hit: at the top dose activity, positive = re-replication, most hits filed as activators; 350,000 compounds, 2.9% hits; AID 624296; also: potency is read from the fitted curve at half-maximal effect; % of control where 0% means no effect; nearly all actives have a fitted effect of over 50% in size
# HT1080 IDH1KD tx – kills HT-1080 cells with IDH1 knockdown | HT-1080 IDH1 knockdown viability, ATP luminescence, 48 h | Potency, µM (top dose mostly 46.1 µM), without a hit: at the top dose activity, negative = toxicity, actives largely listed as cytotoxic | 360,000 compounds, 2% hits | AID 686971;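 also: potency is read from the fitted curve at half-maximal effect; 0% = DMSO wells and -100% = cell-free medium wells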
#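 Luminescent ATP read-out (CellTiter-Glo, 10 min at room temperature) after 48 h compound exposure at 37 °C gave viability of IDH1-knockdown HT-1080 cells. Activity was normalised to DMSO and cell-free wells, then fitted as concentration-response curves.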
# KB-V1 cytotox – KB-V1 MDR subline cytotoxicity; Potency, µM (top dose mostly 46.1 µM), inactives show at the highest dose activity change, negative = cytotoxicity, most hits filed as cytotoxic; AID 1347076; 400,000 compounds, 3.4% hits; KB-V1 MDR cells viability, CellTiter-Glo, 72 h; also: potency is read from the fitted curve at half-maximal effect; % is scaled to controls: 0 for no effect and ±100 for the full control effect; nearly all actives have a fitted effect of over 60% in size
#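 Compound-treated KB-V1 multidrug-resistant cells, 72 h, 37 degrees C; viability by CellTiter-Glo. Fitted qHTS curves give the values.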
# SW480 rereplic – inducers of DNA re-replication in SW480 colon cancer cells. SW480 DNA re-replication, Hoechst DNA content imaging, 48 h. Potency, µM (highest dose often 46.1 µM), for the others: top-dose re-replication activation, actives largely listed as activators. 340,000 compounds, 1.8% hits. AID 624297; also: potency is read from the fitted curve at half-maximal effect; % of control where 0% means no effect; nearly all actives have a fitted effect of over 55% in size
#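 Compounds, transferred as 23 nL by pin tool, were incubated with cells for 48 hr; DNA content per nucleus was then quantified by Hoechst staining and fluorescence plate imaging.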
# D3 ag – D3 dopamine receptor (human) agonism | P35462 | D3R DiscoveRx beta-arrestin cells, luminescence, 90 min | max activation, % | 410,000 compounds, 0.58% hits | AID 652048; in the data active = max activation above about 30%; also: 0% is about no effect; mostly tested at two doses, the higher about 12 µM
# Target sequence (P35462 whole entry, looked up): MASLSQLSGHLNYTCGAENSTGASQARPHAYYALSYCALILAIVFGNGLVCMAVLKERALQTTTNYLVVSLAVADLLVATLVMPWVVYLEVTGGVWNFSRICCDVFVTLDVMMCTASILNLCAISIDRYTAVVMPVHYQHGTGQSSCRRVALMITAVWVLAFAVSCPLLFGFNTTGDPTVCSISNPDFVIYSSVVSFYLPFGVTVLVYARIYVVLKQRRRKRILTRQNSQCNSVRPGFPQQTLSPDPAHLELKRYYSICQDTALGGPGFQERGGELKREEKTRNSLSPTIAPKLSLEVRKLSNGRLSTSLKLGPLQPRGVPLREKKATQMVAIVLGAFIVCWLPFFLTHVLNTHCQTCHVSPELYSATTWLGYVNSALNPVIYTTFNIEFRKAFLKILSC
#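 Cells at 1500/well, incubated overnight, then treated with pinned compounds (dopamine as control) for 90 min at 37 degrees C. DiscoveRx reagent added for 30 - 60 minutes at room temperature; luminescence read.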
# HEK293 tox – cytotoxic in the GLP-1 receptor inverse agonist counter-screen | HEK293 cAMP-luciferase reporter cells, luminescence, 24 h | Potency, µM (top dose mostly 38.3 µM), for inactives: top-dose activity change, negative = inhibition, most hits filed as inhibitors | 410,000 compounds, 0.13% hits | AID 624418;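 also: loss of luciferase light is scored as toxicity; potency is read from the fitted curve at half-maximal effect; % is scaled to controls: 0 for no effect and ±100 for the full control effect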
#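 MLSMR compounds, 24 hr on cells at 37 deg C/5% CO2; luminescence after luciferase reagent (12 min RT). Inhibition counted as the undesired cytotoxic outcome.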
# Numbers without * were called inactive; ? = inconclusive; . = no result given; [ ] = dose if it differs, or a comment. Unless noted, calls follow the shape of the dose curve; as a rule, active = well fitted curve in the direction sought with a large enough effect; inconclusive = small, poorly fitted or top-dose-only effect, or another doubt; inactive = no such curve, though single readings can be large; an effect the other way counts as inactive or inconclusive.
item	structure	HEK293 tox	KB-V1 cytotox	MCF10A rereplic	D3 ag	HT1080 IDH1KD tx
1	CN1CCC(=O)N([C@H](CO)c2ccccc2)CC1	3%	-1%	14%	18	14%
2	COc1ccccc1NC(=O)COC(=O)c1ccc(N2CCCC2=O)cc1	-11%	-8%	-1%	1	-3%
3	COC(=O)COc1ccc(NC(=O)Cn2nc(-c3ccccc3)c3ccccc3c2=O)cc1	5%	0%	-3%	4	0%
4	Cc1cccc(NC(=O)CN2CCN(CC(=O)NCc3ccc(Cl)cc3Cl)CC2)c1C	?	3.7µM*	-6%	-5	11%
5	Cc1cnc(NC(=O)COc2ccccc2)s1	-3%	-13%	0%	-6	?
6	CCC(c1nnc(SCC(=O)Nc2cc(S(C)(=O)=O)ccc2Cl)n1Cc1ccccc1)N(C)C (stereo not given)	-10%	.	-3%	-5	-1%
7	Cc1ccc(Nc2nc(=O)c3cccnc3s2)cc1	0%	-27%	16µM*	-15	?
8	O=C(CCc1nnc2ccc(NCc3ccco3)nn12)Nc1ccc(F)cc1	8%	7%	-4%	9	16%
9	CCC(=O)c1ccc(OCCN2CCOCC2)cc1	4%	11%	328%[0.0737 µM]	-4	-5%
10	CC(=O)n1c2ccccc2c2ccccc21	6%	13%	?	21	3%
11	Cc1ccc(NC(=O)c2cnn3c2NC(c2ccccc2)=CC3c2ccccc2)cc1 (stereo not given)	4%	6%	.	6	.
12	CN(Cc1ccccc1)C(=O)COC(=O)c1c[nH]c2ccccc12	-15%	-30%	.	-1	-4%
13	Cc1ccccc1-c1cc2nc(NCCOc3ccccc3)n(C)c(=O)c2s1	4%	6%	.	2	28%
14	CC1CN(c2ccc([N+](=O)[O-])cc2C(=O)N2CCOCC2)CC(C)N1 (stereo not given)	-23%	-10%	-87%[inhibitor]	3	7%
15	COc1ccc(N(C)S(=O)(=O)c2ccc3c(c2)CCN3C(=O)C2CC2)c(OC)c1	-8%	?	4%	-4	-9%

item	KB-3-1 tox	SW480 rereplic	HT1080NT lethal	IL1B secr inh
1	-8%	1%	12%	19
2	8%	2%	0%	-1
3	0%	-10%	6%	7
4	-2%	-4%	-3%	2
5	?	8%	1%	45
6	.	-21%	0%	10
7	-10%	9.2µM*	-26%	30
8	-5%	?	0%	-6
9	-4%	0%	-1%	-4
10	11%	-10%	8%	4
11	-1%	.	.	.
12	2%	.	-4%	?
13	0%	.	7%	21
14	21%	-7%	-4%	13
15	?	-10%	-9%	6

# Reprinted from the part before: 3 compounds, then new ones.
item	structure	HEK293 tox	KB-V1 cytotox	MCF10A rereplic	D3 ag	HT1080 IDH1KD tx
13	Cc1ccccc1-c1cc2nc(NCCOc3ccccc3)n(C)c(=O)c2s1	4%	6%	.	2	28%
14	CC1CN(c2ccc([N+](=O)[O-])cc2C(=O)N2CCOCC2)CC(C)N1 (stereo not given)	-23%	-10%	-87%[inhibitor]	3	7%
15	COc1ccc(N(C)S(=O)(=O)c2ccc3c(c2)CCN3C(=O)C2CC2)c(OC)c1	-8%	?	4%	-4	-9%
16	CCOc1ccc(-c2nnc(SCC(=O)N(CC)c3cccc(C)c3)o2)cc1	-6%	8%	.	-12	.
17	O=C(O)CC(c1cccc2ccccc12)N1Cc2ccccc2C1=O (stereo not given)	13%	-6%	27%	-27	-2%
18	CC(=O)N1CCc2c(sc(NC(=O)C3CCCN3S(=O)(=O)c3cccs3)c2C#N)C1 (stereo not given)	-7%	-10%	14%	1	5%
19	Cc1nn(C)cc1C1Nc2ccccc2C(=O)N1O (stereo not given)	-9%	3%	0%	-6	11%
20	Cc1ccnc(NS(=O)(=O)c2ccc(NC(=O)c3ccc(C)o3)cc2)n1	-12%	-4%	-4%	-8	5%
21	Cc1nnc(NCc2ccc(Cl)cc2)c2c1nnn2Cc1ccc(F)cc1	-12%	?	.	8	.
22	CC(=O)Nc1ccc(S(=O)(=O)N2CCN(c3ccc(C)c(C)c3)CC2)cc1	-6%	-38%	.	-4	.
23	COCC(=O)Nc1nc2ccccc2s1	-12%	13%	-5%	3	-2%
24	Cc1nc2ccccc2c(=O)n1/N=C/c1ccc(O)cc1	7%	1%	1%	3	6%
25	CCOc1cc(N2CCOCC2)c(OCC)cc1NC(=O)C(NC(=O)c1c(F)cccc1F)C(C)C (stereo not given)	4%	-21%	-4%	0	0%
26	COc1cc(C(=S)N2CCCC2)cc(OC)c1OS(=O)(=O)c1ccc(NC(C)=O)cc1	-3%[1.53 µM]	-17%	3%	-5	-6%
27	CCOc1cc(N2CCOCC2)c(OCC)cc1NC(=O)c1c(-c2ccccc2)noc1C	16%	1%	5%	-4	1%
28	COCCn1c(SCC(=O)NNC(=O)c2ccccc2)nc2ccccc2c1=O	-8%	10%	-3%	-4	9%
29	Cc1ccc(CN(C)CC(=O)Nc2ccc3c(c2)CCC3)cc1	-4%	0%	9%	-10	-13%
30	CC(C)C(C)NC(=O)COC(=O)/C=C/c1ccc(S(=O)(=O)N2CCc3ccccc32)cc1 (stereo not given)	12%	?	-1%	5	16%

item	KB-3-1 tox	SW480 rereplic	HT1080NT lethal	IL1B secr inh
13	0%	.	7%	21
14	21%	-7%	-4%	13
15	?	-10%	-9%	6
16	-11%	.	.	.
17	?	-13%	11%	24
18	-1%	-10%	0%	27
19	-6%	2%	13%	-10
20	1%	-3%	0%	7
21	15%	.	.	.
22	-4%	.	.	.
23	-2%	1%	-2%	10
24	-4%	-10%	-9%	9
25	1%	6%	2%	1
26	0%	-8%	-3%	-5
27	-23%	-23%	-1%	5
28	24%	1%	-3%	9
29	-1%	1%	-2%	-66*
30	0%	-3%	3%	-7

# Look-ups from the list:
# entry 20 in KB-V1 cytotox: -4%
# entry 22 in KB-3-1 tox: -4%

# Random excerpt: two entries already listed, in no set order.
item	structure	HEK293 tox	KB-V1 cytotox	MCF10A rereplic	D3 ag	HT1080 IDH1KD tx
28	COCCn1c(SCC(=O)NNC(=O)c2ccccc2)nc2ccccc2c1=O	-8%	10%	-3%	-4	9%
27	CCOc1cc(N2CCOCC2)c(OCC)cc1NC(=O)c1c(-c2ccccc2)noc1C	16%	1%	5%	-4	1%

item	KB-3-1 tox	SW480 rereplic	HT1080NT lethal	IL1B secr inh
28	24%	1%	-3%	9
27	-23%	-23%	-1%	5

# Following part:
item	structure	HEK293 tox	KB-V1 cytotox	MCF10A rereplic	D3 ag	HT1080 IDH1KD tx
31	COc1ccc(CN2CCN(Cc3cccc(Oc4ccccc4)c3)CC2)c(OC)c1OC	5%	-1%	23%	-35	-16%
32	O=C(O)c1ccccc1N/N=C/c1cc(Br)cc(Br)c1O	9%	-4%	?	-14	-26%
33	COc1cc(C2=CCN(C(C)=O)CC2)ccc1OC(C)=O	.	-8%	-2%	.	.
34	O=C(NCc1ccc2c(c1)OCO2)Nc1ccc(F)cc1	0%	2%	-7%	-2	-1%
35	CCOC1CCCCC1NS(=O)(=O)c1ccc(Cl)cc1 (stereo not given)	16%	-9%	-5%	-10	10%
36	Cc1cccc(N2CCN(C(=O)NC3CCCCC3)CC2)c1C	6%	-1%	18%	-4	-12%
37	COc1ccc(NC(=O)N(C)C[C@H]2Oc3ccc(NC(=O)C4CC4)cc3CC(=O)N([C@@H](C)CO)C[C@@H]2C)cc1	3%	17%	1%	1	7%
38	CCC(C)N(C(=O)Cn1nnc2ccccc21)C(C(=O)Nc1ccc(F)cc1)c1cccc(OC)c1 (stereo not given)	-27%	?	22%	1	?
39	Cc1nn2c(NCc3ccccn3)c3c(nc2c1-c1ccccc1)CCC3	?	9.2µM*	-11%	-9	-29%
40	CCC(=O)N1C(C(=O)NCc2ccc(OC)cc2)CSC1c1ccc(OC)cc1 (stereo not given)	0%	-13%	-3%	-3	8%
41	O=C(c1ccccc1)N1CCN(C2CC(=O)N(CCc3ccccc3)C2=O)CC1 (stereo not given)	0%	2%	-6%	1	0%[9.24 µM]
42	CC(C)n1c(C(O)c2ccc3c(c2)OCO3)nc2ccccc21 (stereo not given)	0%	-28%	-4%	-4	2%
43	Cc1cccc(OCCSc2nncn2C)c1	5%[0.307 µM]	6%	0%	0	12%
44	O=C(O)Cc1csc(-c2cccc(F)c2)n1	9%	2%	4%	4	23%
45	CCN(CC(=O)Nc1ccc(NC(C)=O)cc1)C(=O)c1oc2c(ccc3ccccc32)c1C	-18%	0%	?	18	-9%

item	KB-3-1 tox	SW480 rereplic	HT1080NT lethal	IL1B secr inh
31	?	9%	?	-89*
32	-29%	2%	-15%	22
33	7%	-6%	.	.
34	1%	-3%	2%	22
35	-10%	1%	3%	5
36	?	-35%[inhibitor]	-13%	-56*
37	13%	0%	6%	19
38	-1%	3%	-12%	-11
39	?	?	-13%	.
40	-3%	4%	2%	1
41	?	18%	-11%	10
42	-4%	1%	-2%	0
43	-1%	-1%	18%	11
44	15%	0%	13%	16
45	0%	-8%	0%	43

# Along the list, quoted from above:
# Compounds 31 to 42 in SW480 rereplic, in turn: 9%, 2%, -6%, -3%, 1%, -35%[inhibitor], 0%, 3%, ?, 4%, 18%, 1%
# Compounds 31 to 42 in HEK293 tox, in turn: 5%, 9%, ., 0%, 16%, 6%, 3%, -27%, ?, 0%, 0%, 0%
# Compounds 31 to 42 in HT1080NT lethal, in turn: ?, -15%, ., 2%, 3%, -13%, 6%, -12%, -13%, 2%, -11%, -2%
